STK33 inh: inhibitors of purified STK33 kinase, primary screen, biochemical, ADP-Glo luminescence, homogeneous, cell-free | Serine/threonine-protein kinase 33 (Homo sapiens), Q9BYT3 | MBP phosphorylation | inhibition, % at 10 µM | actives 0.073% (n = 320,000);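 active = inhibition at or above 25%, using the most active replicate where run in duplicate; inactive = inhibition below 25%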
Target sequence (Q9BYT3 whole entry, looked up): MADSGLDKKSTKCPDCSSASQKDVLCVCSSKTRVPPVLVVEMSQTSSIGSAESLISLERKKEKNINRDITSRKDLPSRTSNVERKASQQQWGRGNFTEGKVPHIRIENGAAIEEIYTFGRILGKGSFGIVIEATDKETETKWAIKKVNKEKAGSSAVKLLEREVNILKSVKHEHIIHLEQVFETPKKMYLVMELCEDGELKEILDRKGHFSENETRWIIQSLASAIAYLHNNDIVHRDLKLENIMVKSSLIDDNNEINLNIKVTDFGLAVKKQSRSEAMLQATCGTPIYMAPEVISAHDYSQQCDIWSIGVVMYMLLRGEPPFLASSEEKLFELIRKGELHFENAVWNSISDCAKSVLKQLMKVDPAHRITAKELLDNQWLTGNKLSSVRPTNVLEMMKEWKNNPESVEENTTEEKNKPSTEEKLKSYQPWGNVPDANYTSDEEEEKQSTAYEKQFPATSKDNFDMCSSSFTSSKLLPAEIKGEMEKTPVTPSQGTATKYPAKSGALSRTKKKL
OX1R FRET antag: antagonists of human orexin 1 receptor (OX1R); actives 1.8% (n = 330,000); AID 485270, 2010; OX1R-expressing cells, FRET antagonist read-out; inhibition, % at 6.6 µM; in the data active = inhibition mostly above about 38%, no sharp cut-off; inactive = mostly below about 40%;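 also: 0% = agonist challenge alone and 100% = reference antagonist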
Target sequence (O43613 whole entry, looked up): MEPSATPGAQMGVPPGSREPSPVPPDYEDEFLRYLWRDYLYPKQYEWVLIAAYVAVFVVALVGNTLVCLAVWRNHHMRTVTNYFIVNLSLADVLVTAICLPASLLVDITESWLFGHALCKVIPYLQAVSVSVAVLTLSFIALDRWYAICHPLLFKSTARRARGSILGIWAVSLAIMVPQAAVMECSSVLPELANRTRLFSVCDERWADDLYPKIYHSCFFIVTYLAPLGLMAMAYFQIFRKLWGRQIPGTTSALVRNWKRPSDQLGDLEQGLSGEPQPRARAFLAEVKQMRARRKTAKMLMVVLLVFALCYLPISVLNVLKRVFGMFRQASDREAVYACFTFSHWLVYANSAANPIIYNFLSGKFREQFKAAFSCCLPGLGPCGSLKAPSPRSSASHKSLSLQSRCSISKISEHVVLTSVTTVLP
* hit, by the source's call; . = no result given.

Values run as follows: STK33 inh | OX1R FRET antag
- CC(C)n1c(NCCc2ccccc2)nc2c1c(=O)n(C)c(=O)n2C
 : 1.2 | 27
- COc1ccc(NC(=O)c2cc(S(=O)(=O)N3CCCCC3)ccc2N2CCCCC2)cn1
 : -0.1 | 5
- COCCN(C(=O)c1cc2c(s1)CCCCC2)c1c(N)n(Cc2ccccc2)c(=O)[nH]c1=O
 : -2.2 | 8
- O=C(CSc1nncn1-c1cccnc1)N(c1ccccc1)c1ccccc1
 : 0.3 | 11
- CCCn1c(=O)c2c(nc3n2CCCN3CCc2ccccc2)n(C)c1=O
 : 0.2 | 5
- COc1ccc(-c2cn3c4c(sc3n2)CCCC4)cc1
 : -3.2 | 27
- COc1cc(/C=C/C(=O)OCC(=O)Nc2ccccc2Sc2ccc(Cl)cc2)ccc1O
 : -0.7 | 34
- O=C(CCc1nnc(CCCc2ccccc2)o1)N1CCCCCC1
 : -2.0 | 29
- CCOC(=O)c1c(C)oc2c(CC(=O)c3ccccc3)c(Cl)c(O)c(O)c12
 : -1.4 | 10
- COCCNC(=O)c1ccc(CS(=O)(=O)c2ccc(Cl)cc2)o1
 : -0.4 | 27
- CCOC(=O)c1nn(-c2ccccc2C)c(=O)c(C#N)c1C
 : -0.8 | 127*
- C=CCNC(=O)COc1ccc(S(=O)(=O)Nc2ccc(OCC)cc2)cc1
 : 0.5 | 1
- Cc1[nH]c2c(C)cccc2c1CC(=O)O
 : -1.0 | 1
- CCOC(=O)C(=NC(C)CC)NNc1ccc(Br)cc1 (stereo unspecified)
 : -1.2 | 13
- O=C(N/N=C/c1ccncc1)C1CC1(c1ccccc1)c1ccccc1 (stereo unspecified)
 : -0.2 | 10
- COc1ccccc1CNS(=O)(=O)c1c(C)[nH]c(C)c1C(=O)N1CCCCC1
 : -0.2 | 10
- COc1cc(/C=C/c2ccc3cccc(O)c3n2)c(Br)cc1O
 : 0.2 | 7
- Cc1ccc([N+](=O)[O-])cc1N=C(c1cccc(Br)c1)N1CCOCC1
 : -1.0 | 13
- Cc1ccc(C(C)C)c(OCc2n[nH]c(=S)o2)c1
 : -0.2 | 28
- CC(C)(C)C(=O)NCCc1nc2ccccc2n1CC(=O)c1ccc(Cl)cc1
 : -2.9 | 7
- COc1ccc(C(C)C)cc1S(=O)(=O)NCc1ccccn1
 : -0.4 | 16
- Cc1csc(NC(=O)CSc2nccn2C)n1
 : -0.7 | 7
- CCOc1ccc(C2C(C(=O)c3cccs3)=C(O)C(=O)N2Cc2cccnc2)cc1OC (stereo unspecified)
 : -0.4 | 31
- O=C(C[C@H]1C[C@H](C(=O)N2CCOCC2)[C@@]2(CCC3CCCC3)c3[nH]c4cc(-c5ccco5)ccc4c3CCN2C1=O)NCC12CC3CC(CC(C3)C1)C2
 : . | 5
- CCOC(=O)CSc1nnc(CNC(=O)c2cccs2)n1Cc1ccccc1
 : 0.0 | 6
- CCc1nc2c(C#N)c(-c3ccc(Cl)cc3)ccn2n1
 : -0.1 | 26
- CCN1CCCC1CNC(=O)c1ccc(N2CCOCC2)c(NS(=O)(=O)c2ccc(OC)cc2)c1 (stereo unspecified)
 : -0.9 | 6
- COCc1cc(C)nc(Nc2ccc(C)cc2C)c1C#N
 : 0.6 | 30
- CCCCN(CCCC)CCNC(=O)c1cn(C)c2ccc(S(=O)(=O)N3CCCC3)cc2c1=O
 : -0.5 | 7
- COc1ccc(CNC(=O)C(C)Sc2nc3ccccc3c(=O)n2CCCN2CCOCC2)cc1 (stereo unspecified)
 : 0.0 | 8
- C=CCN(CC=C)c1nc2ccccc2nc1C(C#N)C(=O)OCCOC (stereo unspecified)
 : -0.6 | 43
- O=C1/C(=C/c2ccccc2)CCC1C1CCCC1 (stereo unspecified)
 : -0.9 | 8
- Oc1[nH]c2ccccc2c1N=Nc1ccc(F)cc1
 : 1.8 | 12
- COc1ccccc1OC(C)C(=O)N1CC(=O)Nc2ccccc21 (stereo unspecified)
 : -2.5 | 17
- O=C(Nc1nc2ccccc2[nH]1)c1ccc(Cl)c(S(=O)(=O)N2CCCC2)c1
 : 4.9 | 15
- C=CCn1c(=O)c2ccccc2n2c(SCC(=O)c3ccccc3)nnc12
 : 1.0 | 20
- COc1ccc(S(=O)(=O)Nc2ccc(O)c(Sc3nc4ccccc4s3)c2)cc1
 : -1.9 | 11
- Cc1ccccc1SCC(=O)N/N=C/c1ccc(F)cc1
 : -1.8 | -3
- CCC(C)[C@H]1CNCCN1CCc1cccc(F)c1 (stereo partly specified)
 : -1.2 | 4
- Cc1c(Cl)c(C(=O)N2CCCCCC2)nn1C
 : 0.0 | 3

Part of the list above in a different format:
smiles	STK33 inh	OX1R FRET antag
CCOC(=O)CSc1nnc(CNC(=O)c2cccs2)n1Cc1ccccc1	0.0	6
CCc1nc2c(C#N)c(-c3ccc(Cl)cc3)ccn2n1	-0.1	26
CCN1CCCC1CNC(=O)c1ccc(N2CCOCC2)c(NS(=O)(=O)c2ccc(OC)cc2)c1 (stereo unspecified)	-0.9	6
COCc1cc(C)nc(Nc2ccc(C)cc2C)c1C#N	0.6	30
CCCCN(CCCC)CCNC(=O)c1cn(C)c2ccc(S(=O)(=O)N3CCCC3)cc2c1=O	-0.5	7

The list continues:
Values run as follows: STK33 inh | OX1R FRET antag
- CS(=O)(=O)N1CCC(NC(=O)Cc2ccccc2)CC1
 : 0.5 | 11
- CCn1c(SCC(=O)NNC(=O)c2ccco2)nnc1-c1ccco1
 : 5.9 | 8
- COC(=O)c1ccccc1NC(=O)C1=CC(c2cccs2)=NS(=O)(=O)N1C
 : 0.3 | 12
- COc1ccc(CN=C2NC(=O)CC(C(=O)Nc3cc(C)cc(C)c3)S2)cc1 (stereo unspecified)
 : -1.1 | 13
- Cc1cccc(OCC(O)CN2CCN(c3ccccn3)CC2)c1C (stereo unspecified)
 : -1.1 | 18
- CC(=O)c1cn(Cc2ccccc2)c(=O)[nH]c1=O
 : -0.2 | 7
- CC(C)(C)c1ccc(C(=O)NC(=S)Nc2ccc(N3CCOCC3)cc2)cc1
 : 0.5 | 3
- COc1ccccc1C(=O)NC(=O)COC(=O)c1ccco1
 : 0.5 | 8
- Cc1cc(Cl)c(S(=O)(=O)NCc2cccnc2)cc1OCC(N)=O
 : -0.7 | 27
- COc1ccc(S(=O)(=O)Nc2cc(C)ccn2)cc1OC
 : -1.6 | 18
- CC(=O)Nc1ccc(NC2(C)C(=O)c3ccccc3C2=O)cc1
 : . | 19
- CC(C)c1ccc2c(c1)CCC1C(C)(CN)CCCC21C (stereo unspecified)
 : -0.7 | 2
- O=C(O)c1cnc(-c2ccccc2)nc1C(F)(F)F
 : 0.2 | 6
- COc1ccc([N+](=O)[O-])cc1NS(=O)(=O)Cc1ccccc1
 : 0.0 | 9
- COc1ccccc1N1CCN(CCNC(=O)Nc2cccc(C)c2C)CC1
 : -0.4 | 16
- CC(C)CC(NC(N)=O)C(=O)OCC(=O)N(Cc1ccccc1)Cc1ccccc1 (stereo unspecified)
 : -0.6 | 4
- CS(=O)(=O)c1nsc2nc(=O)c(/C=C3\C=Nc4ccccc43)c(N)n12
 : 2.5 | 10
- N#CCOC(=O)c1c2c(nc3ccccc13)CCC2
 : -0.2 | 21
- CC(=O)Oc1ccc(N(C(C)=O)S(=O)(=O)c2ccc(Cl)cc2)c2ccccc12
 : -0.8 | 5
- Cc1ccc2nc3c(c(Nc4ccc5c(c4)OCCO5)c2c1)CCC3
 : -0.3 | 2
- O=C(N/N=C/c1nn(-c2ccccc2)cc1-c1ccc(Cl)cc1)c1ccncc1
 : -0.7 | 9
- CC(=O)c1cccc(N(C(=O)c2ccco2)C(C(=O)NC2CCCC2)c2ccc(N3CCOCC3)cc2)c1 (stereo unspecified)
 : -0.9 | 12
- O=C(COC(=O)c1ccccc1)NCC1CCCO1 (stereo unspecified)
 : -0.7 | 25
- C=CCn1c(NCCO)nc2c1c(=O)n(C)c(=O)n2C
 : -0.1 | 9
- CCn1cc(CNC(=O)c2cc(Cl)ccc2OC)c(C)n1
 : 0.7 | 12
- Cc1cc2c(ncn2C)c(NS(=O)(=O)c2ccccc2Cl)c1C
 : -0.1 | 30
- C/C(=N\NC(=O)c1ccncc1)c1cc2ccccc2oc1=O
 : -1.1 | 31
- COc1ccc(S(=O)(=O)N2CCC(c3cc(-c4cccc5ccccc45)n[nH]3)CC2)cc1
 : 5.2 | 13
- CCNC(=O)CSc1nc2sccc2c(=O)n1-c1ccccc1
 : -1.9 | 3
- CCCCOc1ccc(C(=O)O)cc1
 : -1.4 | 7
- CC1CC(=O)N(c2ccc(Br)cc2)C(=O)C1
 : -1.7 | 7
- C/C(CC(=O)NC(C)(C)C)=N\NC(N)=S
 : 0.4 | 16
- CC1CCCCN1CC(=O)NCc1ccc2c(c1)OCO2 (stereo unspecified)
 : -3.8 | 5
- CCOc1cc(C(=O)N(C)CC(=O)Nc2cccc(F)c2)ccc1OCC(=O)N1CCCCC1
 : 0.1 | 10
- Cc1cc(C(=O)Nc2cc(C)on2)on1
 : 1.1 | 7
- NS(=O)(=O)c1ccc(CNS(=O)(=O)Cc2ccc(Cl)cc2)cc1
 : -1.9 | 3
- CC(C)COc1ccc(C(=O)NCc2ccco2)cc1
 : -0.6 | 6
- CCOC(=O)c1cnc2c(OC)cccc2c1N1CCN(c2ccccc2OC)CC1
 : 0.4 | 24
- CCn1cc(C(=O)OCc2cccc(Br)c2)c(=O)c2ccc(C)nc21
 : 2.4 | 8
- CCOc1ccc(NS(=O)(=O)c2ccc(-c3cnc(C4CC4)o3)cc2)cc1
 : -0.9 | 7

Single records (already shown).
`CCOc1cc(C(=O)N(C)CC(=O)Nc2cccc(F)c2)ccc1OCC(=O)N1CCCCC1` is entered as STK33 inh: 0.1; OX1R FRET antag: 10
`COc1ccc(-c2cn3c4c(sc3n2)CCCC4)cc1` is entered as STK33 inh: -3.2; OX1R FRET antag: 27

Back to the main list with the 4 entries that preceded the break.
Values run as follows: STK33 inh | OX1R FRET antag
- CC(C)COc1ccc(C(=O)NCc2ccco2)cc1
 : -0.6 | 6
- CCOC(=O)c1cnc2c(OC)cccc2c1N1CCN(c2ccccc2OC)CC1
 : 0.4 | 24
- CCn1cc(C(=O)OCc2cccc(Br)c2)c(=O)c2ccc(C)nc21
 : 2.4 | 8
- CCOc1ccc(NS(=O)(=O)c2ccc(-c3cnc(C4CC4)o3)cc2)cc1
 : -0.9 | 7
- O=C(c1ccccc1[N+](=O)[O-])N1CCCN(C(=O)c2ccccc2[N+](=O)[O-])CC1
 : -2.4 | 35
- COc1ccc(C2=Nn3c(nnc3-c3ccccc3F)SC2)cc1OC1CCOC1 (stereo unspecified)
 : -2.4 | 13
- COC(=O)c1ccc(NC(=O)c2cc(-c3ccncc3)nc3ccccc23)cc1
 : 0.2 | -3
- O=Cc1c(NCc2cccc(F)c2)c2ccccc2[nH]c1=O
 : -0.4 | 18
- CCC(Cc1ccccc1)NS(=O)(=O)c1csc(C(N)=O)c1 (stereo unspecified)
 : 7.3 | 11
- O=C(O)CN1C(=O)/C(=C\c2cn(CC(=O)N3CCOCC3)c3ccccc23)SC1=S
 : -0.1 | 100*
- Cc1nn(CCC#N)c(N)c1C1(O)C(=O)Nc2c(Cl)cc(Cl)cc21 (stereo unspecified)
 : -0.3 | 33
- Cc1nc2ccc(S(=O)(=O)NCC(=O)NC(C)c3ccccc3)cc2s1 (stereo unspecified)
 : -1.0 | 6
- O=C(CN1CCOCC1)N(c1ccccc1)c1ccc2ccccc2c1
 : -0.5 | 16
- CC(C)n1cc(CN2CCC(n3nccc3NC(=O)Cc3ccccc3)CC2)cn1
 : 0.9 | 11
- CCCNC(=O)C1CC(=O)N(c2ccc(OCC)cc2)C1 (stereo unspecified)
 : -0.8 | 7
- COC(=O)c1cc(S(=O)(=O)N2CCN(c3ccccc3F)CC2)c[nH]1
 : -1.4 | -4
- COc1ccc(N(CC(=O)NCC(C)C)S(=O)(=O)c2ccccc2)cc1
 : -2.0 | 27
- CC(=O)c1cccc(NC(=O)/C(=C\c2cccnc2)NC(=O)c2ccc(C)cc2)c1
 : -0.3 | 12
- CN1CCN(C2Cc3ccc(Cl)cc3Sc3ccc(F)cc32)CC1 (stereo unspecified)
 : 2.1 | 30
- Cc1cccc(C(=O)OCC(=O)N2CC(C)OC(C)C2)c1C (stereo unspecified)
 : -3.2 | 0
- Cc1ccccc1C(=O)Nc1ccc2nc3n(c(=O)c2c1)CCC3
 : -1.3 | 6
- COc1cc(N)c(C(O)c2nccc3cc(OC)c(OC)cc23)cc1OC (stereo unspecified)
 : -1.3 | 11
- COc1cc(Br)cc(C(c2c(C)n(C)n(-c3ccccc3)c2=O)c2c(C)n(C)n(-c3ccccc3)c2=O)c1O
 : -2.5 | 10
- N#Cc1c(-c2ccccc2)nc(N2CCN(Cc3ccccc3)CC2)[nH]c1=O
 : -1.6 | 6
- Cc1ccc(N(CCC#N)C(=O)CSc2ccc3c(c2)OCCO3)cc1
 : 0.7 | 13
- COc1ccc(C)cc1NS(=O)(=O)c1ccc(NS(=O)(=O)c2ccc(NC(C)=O)cc2)cc1
 : -0.8 | -2
- Cc1cc(-c2ccccc2)nc(N/N=C/c2cccnc2)n1
 : -1.8 | 13
- COc1ccc(CCC(=O)Nc2cc(S(=O)(=O)N3CCOCC3)ccc2OC(C)C)cc1
 : -1.8 | 4
- O=C(Nc1nnc(-c2cccnc2)o1)c1ccccc1Cl
 : -2.4 | -1
- CCc1c(C)nc2ncnn2c1NC1CCCc2ccccc21 (stereo unspecified)
 : -0.5 | 13
- O=C(COC(=O)/C=C/c1ccccc1[N+](=O)[O-])Nc1ccc(OC(F)F)cc1
 : 0.4 | 17
- Cc1cc(Cl)ccc1NC(=O)CN1C(=O)CSc2ccc(S(=O)(=O)N3CCOCC3)cc21
 : -0.8 | 15
- Cc1cnn2c(C3CC3)ccnc12
 : -0.8 | 10
- Cc1ccc(Cn2c(NCCc3ccccc3)nc3c2c(=O)n(C)c(=O)n3C)cc1
 : 0.4 | 18
- COc1ccc(C(=O)Nc2ccc(NC(=O)c3ccccc3OC)nc2)cc1
 : 1.0 | 43

Assay outcomes as filed in PubChem BioAssay.
